PRMT1 FP inh = blocks human protein arginine methyltransferase 1. Q99873. recombinant PRMT1, activity-based probe fluorescence polarization. inhibition, % at 2.79 µM. hit rate 1.3% among 370,000;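 active = inhibition above about 21% made by adding two undisclosed values, limit read from the data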
Target sequence (Q99873 whole entry, looked up): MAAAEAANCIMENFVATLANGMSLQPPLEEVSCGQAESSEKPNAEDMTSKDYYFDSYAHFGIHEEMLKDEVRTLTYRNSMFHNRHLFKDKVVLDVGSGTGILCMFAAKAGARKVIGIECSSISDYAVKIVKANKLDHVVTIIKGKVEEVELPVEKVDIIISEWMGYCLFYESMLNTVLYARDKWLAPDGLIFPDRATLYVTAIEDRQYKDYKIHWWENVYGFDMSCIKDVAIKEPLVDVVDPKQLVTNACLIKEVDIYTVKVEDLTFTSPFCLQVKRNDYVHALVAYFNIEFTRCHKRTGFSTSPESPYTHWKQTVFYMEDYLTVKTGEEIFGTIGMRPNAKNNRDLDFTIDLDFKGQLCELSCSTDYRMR
TDP2 inh = blocks human TDP2 phosphodiesterase activity | inhibition, % at 12.8 µM | recombinant TDP2, T5PNP hydrolysis, p-nitrophenol absorbance 415 nm | hit rate 0.34% among 370,000 | O95551;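 active = inhibition above the mean of all tested compounds plus 3 SD, set per campaign, cut at about 25% in these data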;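 note: 0% = DMSO with enzyme and 100% = buffer with substrate but no TDP2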
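Assay system: Recombinant human TDP2 | Quantity: 120 nM TDP2 per well | Incubation: 2 h at 37 °C | Signal: Epi absorbance | Evaluation: Percent inhibition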
ABHD4 inh = ABHD4 (mouse) inhibition, primary FP screen; purified mABHD4, FP-Rh probe fluorescence polarization; Q8VD66; inhibition, % at 8.92 µM; hit rate 0.54% among 370,000;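 active = inhibition exceeding the mean over every tested compound plus 3 SD, cut at about 30% in these data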;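 note: 0% = plate median of compound wells and 100% = S159A mutant with DMSO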
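Doses – 8.92 µM, single dose · Material – wild-type mouse ABHD4 protein · Replication – single well per compound (singlicate) · Measure – percent inhibition of probe binding, normalized to plate controls · Schedule – 45 min compound pre-incubation plus 60 min probe step, 25 °C · Detection – fluorescence polarization with parallel and perpendicular emission, 525/598 nm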
NR1D1 modulator = modulates human Rev-erb alpha binding to DNA. activity, % at 10 µM. AID 1259318. Rev-erbα–FITC-DNA binding, fluorescence polarization, 90 min. P20393. hit rate 0.79% among 370,000;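 active = activity above about 14%, limit read from the data; passing the limit was not always enough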;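 note: 0% = DMSO wells with 35 nM protein and 100% = DMSO wells with 750 nM protein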
PG9 binder = binds the HIV-1 gp120 antibody PG9. hit rate 0.43% among 360,000. AID 624416. TR-FRET gp120-PG9 antibody binding. inhibition, % at 6.7 µM; in the data active = inhibition above about 8.5%
LEDGF integ inh = blocks HIV-1 LEDGF/p75-dependent DNA integration. AID 743269. hit rate 0.64% among 370,000. inhibition, % at 3.7 µM. TR-FRET IN-LEDGF/p75 DNA integration, Eu/Cy5;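 active = inhibition above the screen-wide mean plus 3 SD, cut at about 13% in these data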;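 note: signal is the Cy5 over europium emission ratio at 671 and 618 nm; 0% = plate median of compound wells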
HTRA1 inh = blocks human HTRA1 serine peptidase; Q92743; recombinant HTRA1, FP-rhodamine activity-based probe, fluorescence polarization; inhibition, % at 5.96 µM; hit rate 0.5% among 340,000; in the data active = inhibition above about 36%;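 note: 0% = enzyme with DMSO and 100% = wells lacking enzyme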
Target sequence (Q92743 whole entry, looked up): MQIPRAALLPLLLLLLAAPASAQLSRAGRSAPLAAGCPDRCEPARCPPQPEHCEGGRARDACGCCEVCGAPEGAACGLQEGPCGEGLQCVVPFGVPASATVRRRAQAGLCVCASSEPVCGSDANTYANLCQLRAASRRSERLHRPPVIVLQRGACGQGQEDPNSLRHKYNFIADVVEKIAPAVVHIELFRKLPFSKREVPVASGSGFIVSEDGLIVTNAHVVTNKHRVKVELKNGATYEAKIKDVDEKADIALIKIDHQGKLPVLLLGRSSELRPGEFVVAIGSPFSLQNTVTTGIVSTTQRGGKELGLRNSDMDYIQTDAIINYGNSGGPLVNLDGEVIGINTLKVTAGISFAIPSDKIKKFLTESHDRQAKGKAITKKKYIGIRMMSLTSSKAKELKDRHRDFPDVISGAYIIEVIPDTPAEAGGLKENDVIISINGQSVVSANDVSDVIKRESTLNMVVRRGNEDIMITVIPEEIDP
TCR-CD3 inh = inhibitors of human TCR-CD3 interaction. TAMRA-labeled TCR probe fluorescence, biochemical. inhibition, % at 9.4 µM. hit rate 0.37% among 360,000. AID 651800; in the data active = inhibition above about 19%;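 note: recombinant mutant TCR 2C K166C tagged with TAMRA read by polarization; 0% = receptor in buffer alone and 100% = receptor with positive control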
rCAG binder = r(CAG) repeat RNA binding | TO-PRO-1 dye displacement fluorescence | inhibition, % at 3 µM | hit rate 1.3% among 370,000;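 active = inhibition above the plate cutoff, the mean of all test compounds on that plate plus 3 SD, cut at about 35% in these data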;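 note: 0% = DMSO alone and 100% = 100 µM mitoxantrone as full dye displacement; higher means more dye released from RNA so lower well fluorescence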
SIAE primary = inhibitors of human sialic acid acetylesterase SIAE; Q9HAT2; SIAE FP-Rh probe binding, fluorescence polarization; inhibition, % at 9.66 µM; hit rate 0.69% among 370,000;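 active = inhibition above a cutoff: mean of compounds within the control limits plus 3 SD of those, cut at about 17% in these data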;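 note: 0% = plate median of compound wells and 100% = probe without SIAE protein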
Numbers without * were called inactive; · = not tested or not shown. These rows are one share of the data; the hit share may differ from the screen's.

#	mol	PRMT1 FP inh	TDP2 inh	ABHD4 inh	NR1D1 modulator	PG9 binder	LEDGF integ inh	HTRA1 inh	TCR-CD3 inh	rCAG binder	SIAE primary
1	Cc1cc(Cl)ccc1OC(C)C(=O)Nc1cnn(CCCC(=O)O)c1 (stereo not given)	-5	-1	-2	-6	-2.0	-1	3	0	-1	3
2	Cc1ccc(C)c(NC(=S)NC(=O)c2cncc(Br)c2)c1	2	-6	-2	-3	1.6	0	·	-2	8	-11
3	CCN(CC)CCCNCC(=O)Nc1cc(C)on1	-2	15	11	2	0.0	3	0	1	2	-3
4	O=C(Cc1ccc(NC(=O)C2CCN(C(=O)c3ccccc3)CC2)cc1)Nc1cccc(C(=O)N2CCCCC2)c1	-2	0	-2	9	-1.1	1	-1	-1	5	8
5	COc1ccccc1N1CCN(S(=O)(=O)CCNC(=O)c2cc(OC)c(OC)c(OC)c2)CC1	0	13	6	-3	-0.5	-4	2	-4	-5	5
6	CCCCn1nc(C(=O)N(CC(C)C)c2c(N)n(CCCC)c(=O)[nH]c2=O)c2ccccc2c1=O	0	0	-3	-1	2.5	-1	1	-6	-8	4
7	CCN(CCO)Cc1csc2ccc(Cl)cc12	-1	10	-10	2	-0.3	-1	-1	-7	-2	4
8	CCCCn1c(NC(=O)c2ccc(Br)o2)c(S(=O)(=O)c2ccccc2)c2nc3ccccc3nc21	9	67*	6	-9	14*	17*	8	5	8	3
9	Cc1ccc2c(c1)c1nnc(SCC(=O)N3CCCc4ccccc43)nc1n2CC(=O)O	1	6	6	1	-0.2	-1	3	-2	10	2
10	O=C1CC(N2CCSCC2)C(=O)N1c1ccccc1 (stereo not given)	10	-3	3	6	0.3	-4	9	-1	2	2
11	CC(/C=N/NC(=O)c1cc(-c2ccccc2)nc2ccccc12)=C\c1ccco1	0	-2	-12	3	-2.4	-3	-44	4	10	11
12	CCCN(CC(=O)Nc1ccccc1C)C(=O)CCCNC(=O)c1ccc(Cl)cc1	2	2	0	4	-2.3	4	-2	2	-6	-5
13	CCOC(=O)N1CCN(C(=O)c2cccc(N3C(=O)NC4CC3(C)Oc3ccc(Cl)cc34)c2)CC1 (stereo not given)	1	3	0	-2	-1.4	0	4	11	-8	4
14	CCc1nnc(NC(=O)[C@@H](NC(=O)c2cccc(S(=O)(=O)N3CCOCC3)c2)C(C)C)s1	2	-7	-8	3	-0.7	-1	0	-7	6	6
15	COc1ccc(C(=O)CCC(=O)Nc2ccc(N3CCCCC3)cc2)cc1OC	0	7	4	-3	-2.0	-2	8	6	12	6
16	Cc1nn(-c2ccccc2)c(N2CCCC2)c1/C=N/Nc1ccc(S(=O)(=O)Nc2ccccc2)cc1[N+](=O)[O-]	0	9	3	-1	0.2	2	9	-4	4	11

Sorted by length of the SMILES (falling): some entries from above.
#	mol	PRMT1 FP inh	TDP2 inh	ABHD4 inh	NR1D1 modulator	PG9 binder	LEDGF integ inh	HTRA1 inh	TCR-CD3 inh	rCAG binder	SIAE primary
16	Cc1nn(-c2ccccc2)c(N2CCCC2)c1/C=N/Nc1ccc(S(=O)(=O)Nc2ccccc2)cc1[N+](=O)[O-]	0	9	3	-1	0.2	2	9	-4	4	11
4	O=C(Cc1ccc(NC(=O)C2CCN(C(=O)c3ccccc3)CC2)cc1)Nc1cccc(C(=O)N2CCCCC2)c1	-2	0	-2	9	-1.1	1	-1	-1	5	8
13	CCOC(=O)N1CCN(C(=O)c2cccc(N3C(=O)NC4CC3(C)Oc3ccc(Cl)cc34)c2)CC1 (stereo not given)	1	3	0	-2	-1.4	0	4	11	-8	4
6	CCCCn1nc(C(=O)N(CC(C)C)c2c(N)n(CCCC)c(=O)[nH]c2=O)c2ccccc2c1=O	0	0	-3	-1	2.5	-1	1	-6	-8	4
5	COc1ccccc1N1CCN(S(=O)(=O)CCNC(=O)c2cc(OC)c(OC)c(OC)c2)CC1	0	13	6	-3	-0.5	-4	2	-4	-5	5
9	Cc1ccc2c(c1)c1nnc(SCC(=O)N3CCCc4ccccc43)nc1n2CC(=O)O	1	6	6	1	-0.2	-1	3	-2	10	2
11	CC(/C=N/NC(=O)c1cc(-c2ccccc2)nc2ccccc12)=C\c1ccco1	0	-2	-12	3	-2.4	-3	-44	4	10	11
15	COc1ccc(C(=O)CCC(=O)Nc2ccc(N3CCCCC3)cc2)cc1OC	0	7	4	-3	-2.0	-2	8	6	12	6
10	O=C1CC(N2CCSCC2)C(=O)N1c1ccccc1 (stereo not given)	10	-3	3	6	0.3	-4	9	-1	2	2
3	CCN(CC)CCCNCC(=O)Nc1cc(C)on1	-2	15	11	2	0.0	3	0	1	2	-3
7	CCN(CCO)Cc1csc2ccc(Cl)cc12	-1	10	-10	2	-0.3	-1	-1	-7	-2	4

Other structures follow.
#	mol	PRMT1 FP inh	TDP2 inh	ABHD4 inh	NR1D1 modulator	PG9 binder	LEDGF integ inh	HTRA1 inh	TCR-CD3 inh	rCAG binder	SIAE primary
17	CCN(CC)C(=O)CSc1nnc(-c2ccco2)o1	-3	6	3	2	-0.8	0	-1	2	0	0
18	COc1ccc(C(C)(C)C)cc1NC(=O)C1CCCO1 (stereo not given)	-3	15	0	-4	-2.4	-1	1	12	-7	5
19	COc1ccc(OC(=O)c2c(C)nn(-c3ccccc3)c2C)cc1	2	6	-4	0	-4.1	-1	-4	1	-6	-1
20	O=C(N/N=C\c1coc2ccccc2c1=O)c1ccco1	-2	-3	2	-1	0.1	3	4	8	-1	5
21	COc1ccc2nc(/N=C/c3c(C)[nH]n(-c4ccc(C)cc4C)c3=O)sc2c1	-1	9	-3	5	-1.3	-1	-2	4	1	3
22	CN1C(=O)NC(c2ccc(C(F)(F)F)cc2)C2=C1CC(C)(C)CC2=O (stereo not given)	-5	14	5	3	-1.9	1	1	-5	-10	-2
23	CCN(CC(=O)NCc1ccc(F)cc1)C(=O)C1CCN(S(=O)(=O)c2ccc(C(C)C)cc2)CC1	0	-2	4	-2	0.7	-7	-1	3	-5	4
24	CCOC(=O)[C@]12CCC=C1N(Cc1ccc3c(c1)OCO3)C(=O)[C@H](CC(=O)NCCCOC)C2	-3	-4	9	11	0.7	2	·	0	2	-3
25	CCN1C(=O)[C@@H]2[C@@H](c3ccc(-c4ccc(OC)cc4)c(OC)c3)N3CCCC[C@@]3(C(=O)OC)[C@@H]2C1=O	-3	-18	-19	5	-1.0	1	-12	9	8	-14
26	O=C(c1cc(-c2cccc(O)c2)on1)N1CCCC1	1	-18	-4	-4	-1.7	-3	0	6	2	-1
27	CCCCN(CCCNc1ncnc2nc[nH]c12)c1ccccc1	2	6	11	6	-1.2	-2	8	-6	0	2
28	C[C@H](CO)N1C[C@H](C)[C@@H](CN(C)S(=O)(=O)c2cn(C)cn2)Oc2ncc(Br)cc2C1=O	-2	-2	-3	0	0.0	-1	1	-1	3	1
29	COc1ccc(S(=O)(=O)Nc2cc3c(cc2C(C)=O)OCO3)cc1	-4	7	4	-3	-1.2	1	-7	-11	-1	0
30	COc1cccc(OC)c1NC(=O)Cn1nc(C)c2ccccc2c1=O	2	-9	5	-1	2.2	-5	-6	-2	0	3
31	Cc1noc(COc2ccc(OCc3nc(C)no3)cc2)n1	3	-7	-14	5	0.8	2	5	-8	3	-3
32	COc1ccc(-c2cc(C(=O)Nc3cc(OC)c(OC)c(OC)c3)[nH]n2)c(C)c1	-1	5	-5	6	-1.3	4	·	4	1	1
33	COc1cccc(C2c3[nH]c4ccccc4c3C[C@H]3C(=O)N(CCCO)CC(=O)N23)c1OC (stereo not given in full)	4	7	3	0	-0.7	3	1	8	-3	-1
34	CC1CCCCC1NC(=O)CN(C)S(=O)(=O)c1ccc2c(c1)CCC(=O)N2 (stereo not given)	0	-8	0	-1	-0.3	0	2	-4	-4	2
35	O=C(Nc1nc2ccccc2[nH]1)C1CCCC1	3	-24	0	3	1.0	2	-1	-5	2	-4
36	Cn1c(SCc2ccc(Cl)cc2)nc(C(F)(F)F)cc1=O	-1	-8	1	0	-0.7	3	-4	5	-1	7
37	CC(=O)c1ccc(S(=O)(=O)Nc2cccc(-c3ccc(N4CCOCC4)nn3)c2)cc1	-1	-1	-3	1	-2.4	-1	-12	-4	8	-7
38	CC(C)(C)NC(=O)CSc1nnc(-c2ccccn2)n1Cc1ccccc1	2	-2	-13	-6	-1.1	6	-1	12	-9	0
39	NC(=S)Nc1nccc(-c2cccs2)n1	-5	-13	-5	-2	2.5	9	2	12	2	-6
40	CC(=O)N1CCc2cc(S(=O)(=O)C(C)CC(=O)Nc3ccc(OC(F)(F)F)cc3)ccc21 (stereo not given)	-7	-7	-3	-5	-1.0	2	-1	4	-4	-4
41	CCn1c(-c2ccccc2Cl)nn(CC(=O)Nc2cc(Cl)ccc2Cl)c1=S	0	2	1	2	0.2	-4	-11	-5	3	4
42	Nc1nc(F)nc2c1ncn2[C@@H]1O[C@H](CO)[C@@H](O)[C@H]1O	-5	7	-4	-1	0.3	5	4	8	2	-3
43	O=c1[nH]c2ccccc2c(O)c1SCCO	-1	3	0	0	-2.9	0	-2	6	1	5
44	O=S(=O)(CCSc1ccc(C(F)(F)F)cn1)c1ccccc1	-1	3	-5	-1	0.1	7	-8	5	-4	-5
45	CC1=NNC(=O)C1CC(=O)N/N=C/c1ccc(C)o1 (stereo not given)	-1	5	2	-1	-3.2	0	·	3	-1	3
46	Cc1ccc2c(Cl)c(C)c(N3CCOCC3)nc2n1	1	5	0	-4	0.8	-2	-2	1	-5	-6
47	CC(=O)Nc1ccc(S(=O)(=O)NCC2CCC(C(=O)NCCC(C)C)CC2)cc1 (stereo not given)	3	-2	1	1	0.9	2	0	-4	0	5
48	CC(=O)Nc1ccc(S(=O)(=O)Nc2nc3cc4c(cc3nc2Cl)OCCO4)cc1	0	-15	-2	-4	13*	2	-10	3	7	-10
49	CCOC(=O)CCCN1CC(O)=C(c2nc3ccccc3s2)C1=N	6	-1	6	1	1.2	-8	-2	1	1	9
50	CC(=O)c1ccc(Cc2ncc(C(F)(F)F)cc2Cl)s1	1	7	1	-5	-1.3	0	4	4	-2	3
51	CC(=O)O[C@]1(C(C)=O)CC[C@H]2[C@@H]3C=C(C)C4=CC(=O)CC[C@]4(C)[C@H]3CC[C@@]21C	3	1	0	7	-0.1	-6	4	-7	-2	-1
52	O=C(C1CCN(S(=O)(=O)c2cccs2)CC1)N1CCN(c2ccccc2O)CC1	3	3	6	1	0.3	-5	1	-6	8	6
53	CCS(=O)(=O)N1CCN=C1SCc1ccc(F)cc1	-2	-3	-8	-4	-0.3	0	1	12	0	7
54	O=S(=O)(NCCOc1ccc(F)cc1)c1ccc2c(c1)OCCO2	-3	9	-1	-5	-0.9	3	-14	4	-2	5
55	O=C(COc1ccccc1)OCc1cc2ccccc2[nH]c1=O	-4	10	-7	-5	0.9	0	-3	-5	-4	3
56	CCCc1ccc(-c2cc(C(=O)NCCc3ccc(S(N)(=O)=O)cc3)c3ccccc3n2)cc1	0	4	-19	4	-0.6	-1	-18	0	19	-18
